GSK3B inh: human GSK3beta kinase inhibitors, primary screen, biochemical, cell-free homogeneous, HTS. GST-GSK3beta kinase, ADP-Glo luminescence, 60 min; stronger effect = lower value. activity score (negative = inhibition), % at 10 µM. actives 0.038% (n = 300,000);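 active = more than half of replicate wells score below -50%, meaning over 50% inhibition versus plate controls; inconclusive = some replicates but at most half score below -50%; inactive = no replicate scores below -50%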;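 note: 0% = median DMSO wells and -100% = median GW8510 positive control wells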
Target sequence (P49841 whole entry, looked up): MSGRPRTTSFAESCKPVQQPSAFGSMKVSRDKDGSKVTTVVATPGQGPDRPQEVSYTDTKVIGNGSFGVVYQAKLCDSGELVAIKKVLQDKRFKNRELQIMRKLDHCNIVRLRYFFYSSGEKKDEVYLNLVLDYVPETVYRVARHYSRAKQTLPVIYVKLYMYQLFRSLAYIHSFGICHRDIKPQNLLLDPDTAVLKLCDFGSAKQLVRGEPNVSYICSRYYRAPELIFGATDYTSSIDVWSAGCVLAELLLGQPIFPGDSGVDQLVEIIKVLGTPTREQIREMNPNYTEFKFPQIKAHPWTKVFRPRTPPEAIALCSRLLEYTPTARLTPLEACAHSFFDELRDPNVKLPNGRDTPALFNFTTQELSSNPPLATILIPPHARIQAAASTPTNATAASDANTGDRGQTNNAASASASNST
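Test system – GST-tagged human GSK3beta kinase, cell-free · Incubation – 60 min enzyme reaction, room temperature · Signal – ADP-Glo luminescence · Also added – peptide substrate and ATP at 25 µM · Controls – DMSO neutral wells and GW8510 at 20 µM as positive · Buffer or medium – Tris/MgCl2 kinase buffer · Measure – Luminescence-derived activity versus plate DMSO and GW8510 wells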
PolyA inhibitor: polyadenylation inhibitors in yeast reporter cells, primary screen, luminescence, S. cerevisiae; actives 0.02% (n = 300,000); S. cerevisiae SKY197-pL101 polyadenylation reporter, beta-gal luminescence; efflux-impaired pdr1/pdr3 knockout yeast; score 100 = 6 SD above DMSO; calls only at 12 µM;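 active = lowest replicate activity score at least 50, where 100 means six control SD above control mean; inconclusive = lowest score under 50 but half or more replicates reach 50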;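 note: yeast exposed to compound for 9 h at 30 °C; higher score means more reporter readthrough which indicates perturbed polyadenylation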
KCNQ1 inh: inhibitors of human KCNQ1 channel, primary screen, cell-based, thallium flux, high-throughput; Potassium voltage-gated channel subfamily KQT member 1 (Homo sapiens), P51787; CHO-K1 KCNQ1, FluxOR thallium flux fluorescence; stronger effect = higher value; B-score at 10 µM; actives 1.3% (n = 310,000); AID 2642, 2010;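 active = compounds whose thallium flux B-score, printed positive for inhibition, exceeds three library SD while starting fluorescence stays within three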;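 note: channel opened by potassium depolarization with thallium stimulus after 20 min compound exposure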
Target sequence (P51787 whole entry, looked up): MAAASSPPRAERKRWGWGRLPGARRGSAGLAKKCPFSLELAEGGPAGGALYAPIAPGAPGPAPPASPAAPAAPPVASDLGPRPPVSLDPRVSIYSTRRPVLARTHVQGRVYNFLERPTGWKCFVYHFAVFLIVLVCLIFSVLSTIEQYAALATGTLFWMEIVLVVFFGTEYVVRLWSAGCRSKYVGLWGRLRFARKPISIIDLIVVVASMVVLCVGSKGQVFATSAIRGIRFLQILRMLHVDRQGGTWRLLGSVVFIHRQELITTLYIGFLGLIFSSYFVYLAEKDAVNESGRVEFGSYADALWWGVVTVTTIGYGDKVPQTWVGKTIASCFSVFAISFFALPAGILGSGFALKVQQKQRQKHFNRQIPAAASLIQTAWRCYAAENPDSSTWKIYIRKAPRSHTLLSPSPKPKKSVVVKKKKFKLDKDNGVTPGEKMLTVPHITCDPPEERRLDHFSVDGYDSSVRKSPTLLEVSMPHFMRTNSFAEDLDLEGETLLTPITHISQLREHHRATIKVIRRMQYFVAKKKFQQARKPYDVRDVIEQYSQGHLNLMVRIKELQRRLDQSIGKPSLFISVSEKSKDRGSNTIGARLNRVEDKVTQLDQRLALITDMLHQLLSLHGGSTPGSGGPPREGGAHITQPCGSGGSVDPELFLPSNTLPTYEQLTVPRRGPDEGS
KCNQ1 act: potentiators or activators of KCNQ1 channel, primary screen, cell-based, thallium flux, high-throughput; CHO-K1 KCNQ1, thallium flux FluxOR fluorescence; stronger effect = higher value; AID 2648, 2010; actives 0.35% (n = 310,000); B-score at 10 µM;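 active = fluorescence ratio B-score, a plate-corrected score, at least three library SD, with initial intensity B-score within 5 SD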
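Assay system: stable KCNQ1 CHO-K1 line; medium: assay buffer, equal DMSO in all wells; timing: 90 min dye loading and 20 min compound exposure, both at room temperature; technique: kinetic FluxOR thallium fluorescence, 10-s 1-Hz baseline, 110-s post-stimulus read; read-out basis: B score of baseline-normalized fluorescence ratio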
RGS4 pot: RGS4 potentiators or activators, primary screen, cell-based, HEK293 M3R inducible RGS4, calcium flux | carbachol calcium flux Fluo4; stronger effect = lower value | B-score at 10 µM | actives 0.92% (n = 310,000);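 active = B-score of the integrated calcium signal more than 4 SD below the library mean, with starting fluorescence not abnormally high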;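 note: negative B-score means reduced calcium response which marks RGS4 activation or potentiation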
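test system = M3R-expressing HEK293 line, RGS4 induced by doxycycline | probe or stimulus = carbachol at ECmax as muscarinic agonist stimulus | timing = dye loading 30 min 37 °C, buffer rest 30 min RT | signal = calcium dye Fluo4 fluorescence | evaluation = B score from integrated fluorescence ratio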
hERG rescue: hERG rescue from dofetilide block, primary screen, cell-based, CHO-hERG, FluxOR thallium flux, dofetilide IC70. activation (rescue from dofetilide block), less the hit threshold, % at 10 µM. Voltage-gated inwardly rectifying potassium channel KCNH2 (Homo sapiens), Q12809. dofetilide IC70 present. actives 0.51% (n = 310,000);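 active = activation above the mean of controls blocked by dofetilide plus 5 SD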;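 note: thallium influx through hERG after potassium depolarization seen as dye fluorescence rise; in these data hits start at about 4.7%; inactives centre near -7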
GSK3 alpha inh: blockers of GSK3A enzyme activity – biochemical, luminescence, cell-free homogeneous, HTS, primary screen. Glycogen synthase kinase-3 alpha (Homo sapiens), P49840. GSK-3 alpha kinase, ADP-Glo luminescence, 60 min. inhibition, % at 10 µM. actives 0.1% (n = 320,000);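 in the data active = inhibition above about 50%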;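 note: GST-tagged GSK-3 alpha with peptide substrate and 25 µM ATP; 0% = DMSO neutral wells and 100% = GW8510 positive control wells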
Dyrk1A ADPGlo: rat Dyrk1A kinase inhibitors, primary screen, biochemical, single point, plate reader | ADP-Glo luminescence, NFATc1 peptide | inhibition, % at 12.5 µM | actives 0.43% (n = 310,000) | Dual specificity tyrosine-phosphorylation-regulated kinase 1A (Rattus norvegicus), Q63470 | AID 504441, 2011; in the data active = inhibition above about 50%;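 note: plate controls were vehicle with enzyme for no effect and no enzyme for full effect; many of its hits are not listed in these tables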
KCNK9 block: KCNK9 potassium channel inhibitors, primary screen, HEK293 cells, thallium flux; Potassium channel subfamily K member 9 (Homo sapiens), Q9NPC2; FluxOR thallium flux fluorescence; stronger effect = lower value; B-score at 10 µM; actives 1.2% (n = 310,000); AID 488922, 2010;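 active = ratio B-score over 3 SD below the library mean, with starting fluorescence within 5 SD of its mean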;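 note: negative B-score means less thallium flux so channel inhibition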
HDAC3 inhib: HDAC3 deacetylase inhibitors, primary screen, biochemical, fluorescence, cell-free homogeneous; Histone deacetylase 3 (Homo sapiens), O15379; actives 0.15% (n = 320,000); recombinant HDAC3, fluorogenic peptide/trypsin coupled; inhibition, % at 8.3 µM; in the data active = inhibition above about 26%, passing the limit was not always enough; inconclusive = no clear call, values can overlap the other calls
KCNK3 block: human KCNK3 channel inhibitors, primary screen, CHO cells, FluxOR thallium flux, B-score; Potassium channel subfamily K member 3 (Homo sapiens), O14649; FluxOR fluorescence; stronger effect = lower value; B-score at 10 µM; actives 0.84% (n = 340,000); AID 602410, 2012;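 active = B-score under library mean minus 4 SD, starting fluorescence ratio at most library mean plus 5 SD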;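 note: more negative B-score means stronger inhibition of thallium flux through KCNK3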
* marks the source's active call; other numbers are inactive results; i = inactive; ? = inconclusive; · = no result given.

SMILES	GSK3B inh	PolyA inhibitor	KCNQ1 inh	KCNQ1 act	RGS4 pot	hERG rescue	GSK3 alpha inh	Dyrk1A ADPGlo	KCNK9 block	HDAC3 inhib	KCNK3 block
COc1cc(C(=O)N/N=C/c2sccc2C)cc(OC)c1OC	-1	i	i	i	i	-23	·	·	i	·	i
Oc1ccccc1C=NCCN=Cc1ccccc1O	1	i	i	i	i	-10	-1	2	i	-3	i
Cc1cccc(CS(=O)(=O)Cc2ccc(C(=O)NC3CCCCC3)o2)c1	-1	i	i	i	i	-3	8	2	i	-7	i
COc1cccc(OC)c1/C=C/C(=O)NC1CCCCC1	2	i	i	i	i	-5	0	-2	i	-2	i
Cc1cc(=O)[nH]c(SCCOc2ccc3c(c2)CCC3)n1	0	i	i	i	i	-5	-3	-5	i	-2	i
CCCOc1ccccc1OCC(=O)Nc1cc(Cl)ccc1-n1cncn1	3	i	i	i	i	-13	-3	13	i	4	i
CCOC(=O)C1=C(N)Oc2ccc3ccccc3c2C1c1cccc(O)c1 (configuration not stated)	3	i	6*	i	i	-8	4	4	i	0	i
CSc1nc(S(=O)(=O)c2ccccc2)c(Cl)s1	-5	i	i	i	i	-18	1	-3	i	1	i
COc1ccc(C(CC(=O)N2CCOCC2)c2c(O)cc(OC)cc2OC)cc1 (configuration not stated)	-1	·	i	i	i	-7	0	-5	i	-5	i
Cn1nc(C(F)(F)F)c2cc(C(=O)O)sc21	2	i	i	i	i	-4	-1	6	i	4	i
Cc1ccc(S(=O)(=O)N(C)CC(=O)Nc2cccc3c2CCCC3)cc1	-1	i	i	i	i	0	0	1	i	7	i
CCN1CCN(C2=NC(=O)/C(=C/c3ccc(C)o3)S2)CC1	-5	i	i	i	i	-7	-2	2	i	10	i
CC(=O)N(C)N(C)c1cc(C)nc(N)n1	-3	i	i	i	i	-12	1	·	i	-3	i
O=C(Cn1nc(-c2ccc(Cl)cc2)ccc1=O)N1CCN(c2ccccc2)CC1	1	i	i	i	i	-8	-1	11	i	4	i
C/C(=N\NC(=O)c1ccccc1)C1C2C=CC(C2)C1(C)C (configuration not stated)	3	i	i	i	i	-9	0	2	i	4	i
COCCCNC(=O)C1CC(=O)N(CCc2ccc(F)cc2)C1 (configuration not stated)	0	i	i	i	i	-7	-2	11	i	1	i
CSc1ccc(C2NC(=O)c3c(sc4c3CCN(C)C4)N2)cc1 (configuration not stated)	1	i	i	i	i	-7	4	-8	i	-2	i
CCN(CC)C(=O)c1ccc2c3c(cccc13)C(=O)N(CCc1ccc(OC)c(OC)c1)C2=O	2	i	i	i	i	-11	·	8	i	·	i
Cc1cc(NC(=O)C(C)SCC(=O)Nc2cc(C(F)(F)F)ccc2N2CCCCC2)no1 (configuration not stated)	3	i	i	i	i	-8	-2	-2	i	-3	i
COc1ccc(-c2noc(N3CCC(C(=O)Nc4cc(OC)c(OC)c(OC)c4)CC3)n2)cc1	-1	i	i	i	i	-8	-2	3	i	4	i
COc1ccc(CC(=O)NNC(=O)c2cc(C)oc2C)cc1OC	0	i	i	i	i	-1	·	-6	i	·	i
CNCCCOc1ccc(C)cc1Br	1	i	i	i	i	-15	2	10	i	-2	i
Cc1c(Cl)cccc1NC(=O)CS(=O)(=O)c1ccccc1	0	i	i	i	i	-12	-1	4	i	-3	i
Cc1nc2ccc(NC(=S)N3CCN(c4ccccn4)CC3)cc2nc1C	0	i	i	i	i	-9	0	-5	i	0	i
O=C(Nc1ccc(Oc2ncccn2)cc1)c1ccco1	-2	i	i	i	i	-11	-2	-3	i	-1	i
Next section.
SMILES	GSK3B inh	PolyA inhibitor	KCNQ1 inh	KCNQ1 act	RGS4 pot	hERG rescue	GSK3 alpha inh	Dyrk1A ADPGlo	KCNK9 block	HDAC3 inhib	KCNK3 block
CCCCOC(=O)c1ccc(NC(=O)c2ccoc2C)cc1	-1	i	i	i	i	-7	-3	3	i	?	i
Cc1cccc(NC(=O)C(C)SCc2nc3sc4c(c3c(=O)[nH]2)CCCC4)n1 (configuration not stated)	-4	i	i	i	i	-16	-4	10	i	-7	i
COc1ccccc1NC(=O)N1c2ccc(F)cc2CCC1C (configuration not stated)	-3	i	i	i	i	-14	1	-1	i	9	i
Nc1c(N(CCC2=CCCCC2)C(=O)CCCOc2ccccc2)c(=O)[nH]c(=O)n1Cc1ccccc1	0	i	i	i	i	-11	0	-5	i	3	i
Cc1ccccc1OCCC(=O)Nc1ccc(N2CCOCC2)cc1N1CCOCC1	-2	i	i	i	i	-14	3	2	i	3	i
Cn1c(N)c(C(=O)COC(=O)c2cnc(Cl)c(Cl)c2)c(=O)n(C)c1=O	2	i	i	i	i	-1	-2	-4	i	-8	i
CCC(=O)Nc1nc2ccc3sc(C)nc3c2s1	-5	i	i	i	i	-8	16	·	i	8	i
CCOc1cc(NC(=S)NCC2CCCO2)c(OCC)cc1NC(=O)C1CC1 (configuration not stated)	3	i	i	i	i	-8	-1	-3	i	-1	i
O=C1SCCC1NS(=O)(=O)c1ccccc1[N+](=O)[O-] (configuration not stated)	0	i	i	i	i	-12	-1	-3	i	1	i
O=C1C(Cl)=C(N2CCCCC2)C(=O)N1c1ccccc1Cl	-2	i	i	i	i	-11	-2	-5	i	2	i
COCCN(C(=O)c1snc(C(N)=O)c1N)C(C(=O)NC1CCCCC1)c1ccc(OC)c(OC)c1 (configuration not stated)	3	i	i	i	i	-8	-1	·	i	-3	i
CCOc1ccc(CN2CCN(Cc3cn(CC)nc3C)CC2CCO)cc1 (configuration not stated)	1	i	i	i	i	-5	-1	-3	i	-1	i
CC(C)CNC1=C(C(=S)Nc2ccccc2)C(=O)CC(C)(C)C1	2	i	i	i	i	-3	-3	1	i	0	i
CCc1cc(=O)oc2cc(C)cc(OCc3nn[nH]n3)c12	-1	i	i	i	i	-2	13	11	i	-37	i
CCC1(C)N=C(c2ccc3c(c2)OCO3)CC(c2ccccc2O)N1 (configuration not stated)	1	i	i	i	i	-14	-2	·	i	-2	i
Cc1cc(=O)n2nc(N3CCCC(C(=O)NCCCN4CCc5ccccc5C4)C3)sc2n1 (configuration not stated)	0	i	i	i	i	-5	·	0	i	·	i
COC(=O)c1cc(OC)c(OC)cc1NC(=O)CSc1nnnn1Cc1ccccc1	0	i	i	i	i	-6	-3	0	i	2	i
CC(=O)/C=C/c1ccc(C)o1	-2	i	i	i	i	-3	-1	0	i	3	i
O=C(CN1CCCCCCC1)Nc1ccc(Cl)cc1Cl	1	i	i	i	i	-9	-2	-3	i	2	i
CC(C)c1ccc(CNc2ncccn2)cc1	-2	i	i	i	i	-5	·	5	i	6	i
Cc1c(NC(=O)C(C)OC(=O)CCc2ccccc2)c(=O)n(-c2ccccc2)n1C (configuration not stated)	0	i	i	i	i	-16	-3	-9	i	-5	i
COc1ccc(C2=NOC(CNC(=S)N3CCOCC3)C2)cc1 (configuration not stated)	3	i	i	i	i	-4	-2	-2	i	-4	i
CC(=O)Nc1ccc(N=NN2CCOCC2)cc1	-21	i	i	i	i	-5	1	0	i	15	i
COc1cc(NC(=O)c2onc(C)c2Cl)cc(OC)c1OC	-9	i	i	i	i	-2	-1	2	i	-1	i
CCN(Cc1ccccc1)C(=O)COC(=O)c1cc(S(=O)(=O)Nc2c(C)n(C)n(-c3ccccc3)c2=O)ccc1C	1	i	i	i	i	-23	3	2	i	-3	i
Next section
SMILES	GSK3B inh	PolyA inhibitor	KCNQ1 inh	KCNQ1 act	RGS4 pot	hERG rescue	GSK3 alpha inh	Dyrk1A ADPGlo	KCNK9 block	HDAC3 inhib	KCNK3 block
O=C(O)c1ccc(Cl)c(NC(=S)NC(=O)c2cccc(COc3ccccc3)c2)c1	1	i	i	i	i	-9	-1	8	i	-6	i
COC(=O)CC1C(=O)NCCN1C(=O)c1sc2ccccc2c1Cl (configuration not stated)	3	i	i	i	i	-2	-1	4	i	8	i
COc1ccc(C(=O)OCC(=O)NC(=O)NC(C)C)cc1OC	3	i	i	i	i	0	-3	-2	i	6	i
CCn1c(-c2csc(-c3ccccc3)n2)n[nH]c1=S	-1	i	i	i	i	-5	10	5	i	9	i
COC(=O)N(NC(=O)C(O)(c1ccccc1)c1ccccc1)c1ccccc1	-14	i	i	i	i	-7	-2	-7	i	0	i
COC(=O)N/N=C/c1c(C)nn(-c2cccc(Cl)c2)c1Cl	0	i	i	i	i	-6	·	-8	-8.3*	·	i
O=C1CCCN2N=C(SCC(=O)Nc3ccc(OC(F)(F)F)cc3)SC2=N1	1	i	i	i	i	-4	0	-4	i	8	i
Cc1ccc(Cl)cc1N1CCN(C(=O)c2ccc(NS(=O)(=O)c3c(C)noc3C)cc2)CC1	-1	i	i	i	i	-12	7	-2	i	-1	i
O=C(CN1CCCc2ccccc21)NCCc1ccc(Cl)cc1	1	i	i	i	i	-12	0	·	i	-3	i
CSc1ccc(/C=C2\CCn3c2nc2cc(C(=O)O)ccc2c3=O)cc1	-1	i	i	i	i	-6	10	6	i	-4	i
CSCc1ccc(C(=O)NC(C)c2ccc(-n3ccnc3)cc2)cc1 (configuration not stated)	1	i	i	i	i	-8	·	3	i	2	i
CCc1ccc2[nH]c(=O)c(CN(CCCN3CCOCC3)C(=O)Nc3cccc(Cl)c3)cc2c1	2	i	6*	i	i	-26	-3	11	i	4	i

Bioassay records from PubChem BioAssay.

Only part of the results is shown; the hit share may differ from the screen's.
